FBW7 activator: FBW7 E3 ligase activators, primary screen, biochemical, AlphaScreen, human; AID 1259310, 2017; normalized activity (activation), % at 26.1 µM; AlphaScreen FBW7–phospho-cyclin E peptide binding, activator screen; 650,000 compounds, 0.13% hits; in the data active = normalized activity above about 1.9%;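 also: purified mutant Fbw7 with reduced substrate affinity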
Target sequence (Q969H0 whole entry, looked up): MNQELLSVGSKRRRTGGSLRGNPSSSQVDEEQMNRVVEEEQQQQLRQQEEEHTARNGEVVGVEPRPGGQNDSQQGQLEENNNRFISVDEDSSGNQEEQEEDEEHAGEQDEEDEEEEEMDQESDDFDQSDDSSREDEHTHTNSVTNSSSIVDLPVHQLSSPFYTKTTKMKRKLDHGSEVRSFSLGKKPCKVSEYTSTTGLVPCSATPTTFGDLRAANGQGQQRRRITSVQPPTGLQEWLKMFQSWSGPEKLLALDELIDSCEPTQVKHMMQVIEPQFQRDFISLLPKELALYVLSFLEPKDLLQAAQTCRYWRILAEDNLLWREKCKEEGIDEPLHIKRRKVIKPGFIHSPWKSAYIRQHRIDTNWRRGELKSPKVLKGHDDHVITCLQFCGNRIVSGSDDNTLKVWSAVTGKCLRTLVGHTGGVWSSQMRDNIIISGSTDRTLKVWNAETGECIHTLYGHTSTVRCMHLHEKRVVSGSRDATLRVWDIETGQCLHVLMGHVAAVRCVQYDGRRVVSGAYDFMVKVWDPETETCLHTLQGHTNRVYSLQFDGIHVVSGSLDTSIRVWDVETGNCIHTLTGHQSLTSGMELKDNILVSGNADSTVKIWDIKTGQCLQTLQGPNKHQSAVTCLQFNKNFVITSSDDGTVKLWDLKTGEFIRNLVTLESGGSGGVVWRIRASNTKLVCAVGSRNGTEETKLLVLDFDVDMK
TEAD-YAP inh: TEAD-YAP interaction inhibition, primary screen, TEAD-YAP interaction inhibitor project, luminescence, HEK-TIYL cells; 640,000 compounds, 1.4% hits; TEAD-Gal4/YAP UAS-luciferase luminescence; AID 1259422, 2018; inhibition, % at 9.12 µM; in the data active = inhibition above about 32%;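 also: 0% = median of test compound wells and 100% = reference inhibitor wells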
GPR151 activ: activators of human GPR151, primary screen, cell-based, PathHunter beta-arrestin, luminescence | AID 1508602, 2020 | 650,000 compounds, 1% hits | activation, % at 11.2 µM | PathHunter beta-arrestin GPR151 cells; in the data active = activation above about 4.9%;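 also: 0% = median of compound wells and 100% = cells with positive control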
MITF primary: MITF inhibitors, primary screen, biochemical, AlphaScreen, human. Microphthalmia-associated transcription factor (Homo sapiens), O75030. AlphaScreen MITF homodimerization, bead proximity signal. inhibition, % at 2.6 µM. 650,000 compounds, 0.91% hits; in the data active = inhibition above about 50%;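 also: 0% = vehicle wells with protein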
An asterisk follows results filed as active.

canonical_smiles	FBW7 activator	TEAD-YAP inh	GPR151 activ	MITF primary
O=C(NCCCN1CCCC1)c1cc2c(s1)-c1ccccc1SC2	-0.2	-5.2	6.0*	12.0
O=C(NCC(c1cccnc1)N1CCN(c2ccccc2)CC1)c1ccc(F)cc1 (configuration not stated)	0.0	-2.4	1.9	11.5
Cc1ccc(C(=O)OC2OC(=O)C(Cl)=C2Nc2cccc(C)c2)cc1 (configuration not stated)	-0.2	1.9	2.2	-6.8
COc1ccc(N2CC(NC(=O)c3ccco3)CC2=O)cc1 (configuration not stated)	0.2	2.5	0.5	9.4
Clc1nn2cnnc2c2ccccc12	0.0	-1.5	6.9*	0.5
Cc1nnc(SCC(=O)Nc2cccc3ccccc23)n(N)c1=O	-0.6	3.3	-1.4	-6.6
COC(=O)C1=C(O)/C(=C/c2ccc(O)c(OC)c2)SC1=Nc1ccccc1	-0.1	-29.1	-0.2	0.7
O=C(NCCOc1ccccc1F)c1ccccc1O	-0.1	-47.5	-2.1	11.5
CCOC(=O)CCNC(=O)c1cnn(-c2ncc3c(n2)-c2ccccc2CCC3)c1C	0.0	-30.3	0.1	2.3
COc1ccccc1C(c1nnnn1CC1CCCO1)N1CCN(Cc2ccccc2)CC1 (configuration not stated)	0.2	-0.8	-0.9	-2.0
O=C(Cn1cc(NC(=O)c2ccccc2F)cn1)NC1CCCc2ccccc21 (configuration not stated)	0.3	-6.1	1.0	-3.1
COc1ccc(-n2c(O)c(C=Nc3cc(OC)ccc3OC)c3ccccc3c2=O)cc1	-0.1	4.5	-1.5	23.3
CCOc1ccc(NC(=O)CCC(=O)NNC(=O)c2ccco2)cc1	-0.2	7.9	-0.1	11.0
CCn1c(CNc2ccc(F)cc2)nnc1SCCN1CCCCC1	1.0	11.6	-1.0	-0.5
CCOc1ccccc1NC(=O)C1CCCN(S(=O)(=O)c2cnc[nH]2)C1 (configuration not stated)	-0.3	-0.2	0.8	7.8
COc1ccc(C2C(C(=O)c3cccs3)=C(O)C(=O)N2CCCN(C)C)cc1 (configuration not stated)	0.4	-45.5	0.8	-13.6
COc1cccc(NC(=O)CSc2nc3ccccc3c(=O)n2CCCC(=O)NCc2cccc(Cl)c2)c1	0.1	0.0	-0.4	-6.7
O=C1CNC(=S)N1c1ccccc1	0.3	-3.9	0.2	-6.3
C=CCn1nc(C)n2c(cc3occc32)c1=O	0.0	-3.2	-0.2	7.6
CC(=O)NC(NC(C)=O)c1ccc2c(c1)OCO2	0.8	-5.7	2.3	7.9

Looked up one by one from the list above, 4 records:
canonical_smiles	FBW7 activator	TEAD-YAP inh	GPR151 activ	MITF primary
CCOc1ccccc1NC(=O)C1CCCN(S(=O)(=O)c2cnc[nH]2)C1 (configuration not stated)	-0.3	-0.2	0.8	7.8
Clc1nn2cnnc2c2ccccc12	0.0	-1.5	6.9*	0.5
C=CCn1nc(C)n2c(cc3occc32)c1=O	0.0	-3.2	-0.2	7.6
CCOC(=O)CCNC(=O)c1cnn(-c2ncc3c(n2)-c2ccccc2CCC3)c1C	0.0	-30.3	0.1	2.3

Remaining list, next part.
canonical_smiles	FBW7 activator	TEAD-YAP inh	GPR151 activ	MITF primary
N#Cc1ccccc1OCC(=O)Nc1ccc(F)c(F)c1F	0.2	-34.8	1.7	-8.2
C[C@H]1NC(=O)[C@H]2CN(S(=O)(=O)c3ccc4ccccc4c3)CCN2C1=O	1.0	4.3	-1.4	16.8
O=C1NCCN(C/C=C/c2ccccc2)C1CC(=O)N1CCCCO1 (configuration not stated)	-0.1	1.5	-0.8	-3.8
COc1ccccc1NC(=O)CCCn1c(=S)[nH]c2ccccc2c1=O	-0.1	3.4	-0.5	0.7
CC(=O)N(CN1C(=O)c2ccc(Br)cc2C1=O)c1ccc(Cl)cc1	0.1	-6.8	0.8	10.1
CC(C)OC(=O)c1c(NC(=O)c2cnn3c(C(F)(F)F)cc(-c4ccccc4)nc23)sc2c1CCCC2	0.9	-3.5	-0.8	12.6
CN(C)N=Nc1ccc(S(N)(=O)=O)cc1	0.3	9.3	-0.3	2.2
O=C(Nc1ccc2oc(-c3ccc(F)cc3Cl)nc2c1)c1ccc([N+](=O)[O-])o1	-0.2	2.4	0.2	-0.7
Cc1ccc(C)c(C(=O)COC(=O)c2cccs2)c1	0.2	-0.2	-1.1	10.4
C=CCNC(=O)c1ccc(N(Cc2ccc(C)cc2)S(C)(=O)=O)cc1	-0.2	5.2	0.6	6.5
CC(=O)Nc1ccc(S(=O)(=O)N2CCN(S(=O)(=O)c3ccc(NC(C)=O)cc3)CC2)cc1	-0.1	3.7	-0.8	4.9
O=C(Cc1ccc(F)cc1)N1CCC(Cn2nc(-c3cccs3)ccc2=O)CC1	-0.1	-1.2	0.1	11.7
COc1ccc(NC(=O)CN2C(=O)CC(c3ccccc3)Sc3ccccc32)cc1OC (configuration not stated)	0.8	1.2	7.4*	-4.4
CCOc1ccc(NC(=O)CCS(=O)(=O)c2ccc3c(c2)SC(CC)C(=O)N3)cc1 (configuration not stated)	-0.2	10.2	0.8	0.7
Cc1c(C(=O)NC(=S)NCc2cccnc2)cccc1[N+](=O)[O-]	0.0	-20.8	2.0	-11.0
COc1cc(Cl)ccc1NC(=O)Cn1nc([N+](=O)[O-])c(Br)c1C	0.0	-1.0	0.5	14.4
Cc1ccc(CNc2nc3ccc(C)cc3n3cnnc23)cc1	1.4	0.0	-1.1	25.8
COc1cc(/C=N\NC(=O)CNc2ccccc2OC)ccc1O	-0.1	4.6	-0.2	3.2
CC1=CC(C)C2(CO)COC(c3ccccc3)C1C2C (configuration not stated)	0.0	-0.7	3.5	4.4
CN1C(=O)C(=Cc2ccc(O)cc2)C(=O)N(C)C1=S	0.1	-0.9	-1.6	17.9
O=C1CSC(=O)N1CC(O)Cn1c2ccc(Cl)cc2c2cc(Cl)ccc21 (configuration not stated)	0.0	3.9	3.4	8.9
NC(=O)NC(=O)C[n+]1ccc(C(N)=O)cc1	0.0	0.7	-0.2	4.7
CN(C)CCCN=Cc1c(O)[nH]c2ccccc12	0.2	12.2	1.7	7.7
Cc1cc(C)nc(SCSc2nc(C)cc(C)n2)n1	0.3	-15.8	0.9	11.8
COc1ccc(C2=NN(c3nc(-c4ccc(OC)c(F)c4)cs3)C(c3ccco3)C2)cc1 (configuration not stated)	0.3	4.2	0.1	1.4
O=C(Nc1ccccc1C(=O)NCCO)c1ccncc1	0.1	-8.4	0.0	-0.8
CCCCOc1ccccc1C1NC(=O)NC(C)=C1C(=O)OCCSC (configuration not stated)	0.0	-15.1	2.0	-5.3
COc1ccc(-c2nc(NCCN3CCOCC3)c3ncn(C(C)C)c3n2)cn1	0.1	6.0	1.1	0.8
C/C(=N\NC(=O)CNC(=O)Cc1ccccc1)c1ccccc1	0.0	-5.4	1.0	7.9
CN1CCN(C(=O)c2ccc(-c3ccc(C(=O)Nc4ccc(N5CCOCC5)cc4)s3)cc2)CC1	0.1	-19.5	1.2	8.5
CC(=O)Nc1ccc(C(=O)NCC(C)(C)N2CCOCC2)cc1	0.6	-1.5	-2.6	-5.6
COc1ccc(N2C(=O)C(O)=C(C(C)=O)C2c2ccc(Br)cc2)cc1 (configuration not stated)	0.6	-10.9	1.0	2.6
O=C(N/N=C/c1c(Cl)cccc1Cl)c1ccccc1O	0.0	5.8	-0.3	-6.2
Clc1cc2c(cc1CN1CCC(c3[nH]ncc3-c3ccncc3)CC1)OCO2	0.6	2.3	0.2	14.4
COc1ccccc1N(C(=O)c1ccco1)C(C(=O)NC1CCCC1)c1ccncc1 (configuration not stated)	0.1	-8.7	0.1	13.7
Cc1ccc(C(=O)NNC(=S)Nc2ccc(S(N)(=O)=O)cc2)cc1[N+](=O)[O-]	0.0	-5.6	1.3	-0.1
CC(O)CNC(=O)C(=O)Nc1cccc(Cl)c1Cl (configuration not stated)	-0.2	-51.4	2.1	-9.6
O=c1c2cc(NC(=S)NC3CC3)ccc2nc2n1CCCCC2	-0.1	-2.4	1.9	-2.6
O=C1NC(=O)C(Cc2ccccc2F)(C2CCN(Cc3cccn3-c3ccccn3)CC2)N1 (configuration not stated)	0.0	-2.3	1.5	11.3
COCCCNC(=O)c1ccc(Oc2coc3cc(OC)ccc3c2=O)cc1	0.2	-6.3	-0.5	4.9
COc1cc(SC#N)ccc1N=Cc1c(O)n(-c2cccc(Cl)c2)c(=O)[nH]c1=O	-1.0	-3.6	-0.5	-20.3
CCc1c(C)nc(N2CCOCC2)[nH]c1=O	0.0	-2.3	2.4	5.6
CCCNC(=S)Nc1cccc(C)c1	0.3	6.4	-0.2	15.1
Cc1cc(C(=O)Nc2cccc3ccccc23)oc1C	0.3	-11.7	1.2	13.8
CCOc1ccccc1NC(=O)COC(=O)C1CCC(=O)N1 (configuration not stated)	0.1	3.1	0.1	2.6
Cc1ccc(CCNC(=O)CC(C)(C)CC2=NS(=O)(=O)c3ccccc3N2)cc1	-0.1	-9.2	-0.7	2.7
CCNC(=O)[C@@H]1C[C@@H](NCc2sccc2C)CN1C1Cc2ccccc2C1	-0.2	-4.6	0.3	5.5
Cc1ccc2[nH]c(=O)c(CN(Cc3nnnn3C3CCCC3)CC3CCCO3)cc2c1 (configuration not stated)	0.2	-0.9	-0.6	6.5
CC(O)CNCc1c(Cl)cccc1Cl (configuration not stated)	0.4	-1.7	4.0	12.4
O=C(O)C1CCCCC1C(=O)NCCCCc1ccccc1 (configuration not stated)	0.4	-5.5	-1.0	12.4
COC(=O)c1[nH]c2ccccc2c1/C=C(\C#N)S(C)(=O)=O	0.2	-5.3	1.1	20.3
CCN(Cc1ccccc1)C(=O)c1cccc([N+](=O)[O-])c1	0.1	4.5	1.6	-9.4
COc1ccc(CN(Cc2cc3cc(C)ccc3[nH]c2=O)C(=O)N2CCOCC2)cc1	-0.1	-3.3	1.1	-3.8
CC(=O)Nc1ccc(/C=C(\C#N)S(=O)(=O)c2ccc(C)cc2)cc1	0.7	-8.8	0.3	10.5
COc1ccc(C(=O)N/C(=C\c2ccc(-c3ccc(Br)cc3)o2)C(=O)NCC2CCCO2)cc1 (configuration not stated)	0.4	8.0	1.3	10.6
CCC(=O)Oc1ccc(C(=O)N2CCN(c3ccccc3)CC2)cc1	-0.1	6.6	0.4	-0.4
O=C(c1cc(=O)c2ccccc2o1)N1CCCc2ccccc21	-0.1	-13.9	-1.5	10.8
COc1ccccc1-c1ccc(NCC(F)(F)F)nc1	-0.3	6.4	-0.6	-0.2
O=C(O)c1ccc(N2C(=O)c3ccc(-c4nc5ccccc5c(=O)o4)cc3C2=O)cc1	-0.2	-0.6	0.5	12.4
CC(C)OC(=O)c1cccc(-c2ccc(C=O)o2)c1	0.5	-24.6	-1.2	14.1

Next compounds
canonical_smiles	FBW7 activator	TEAD-YAP inh	GPR151 activ	MITF primary
C=C(C)CNC(=S)Nc1ccc(F)cc1	0.1	0.9	-0.3	4.8
Cc1cccc(N(CC(=O)NC2CCCCC2)S(C)(=O)=O)c1C	0.1	-8.1	-0.2	-0.8
CCOC(=O)c1c(NC(=O)CSc2nnc(CNC(=O)c3cccc(C)c3)n2CCc2ccccc2)sc2c1CCCC2	0.0	-11.7	-1.6	-10.9
Cc1ccc(-c2ccc(S(=O)(=O)N3CCN(C)CC3)cc2)cc1	0.1	1.0	0.1	10.3
C=CCOc1ccc(/C=N/NC(=O)C(C)Sc2ccccn2)cc1 (configuration not stated)	0.0	6.1	0.6	21.6
CCOc1ccc2nc(NC(=O)Cn3ncc4c(=O)oc5ccc(C)cc5c43)sc2c1	0.9	11.9	1.5	11.2

A draw from above in order of length of the SMILES, highest first.
canonical_smiles	FBW7 activator	TEAD-YAP inh	GPR151 activ	MITF primary
CCOC(=O)c1c(NC(=O)CSc2nnc(CNC(=O)c3cccc(C)c3)n2CCc2ccccc2)sc2c1CCCC2	0.0	-11.7	-1.6	-10.9
Cc1cccc(N(CC(=O)NC2CCCCC2)S(C)(=O)=O)c1C	0.1	-8.1	-0.2	-0.8
C=C(C)CNC(=S)Nc1ccc(F)cc1	0.1	0.9	-0.3	4.8
